Screens (PubChem)
SK-BR-3 tox 24h: SK-BR-3 proliferation inhibitors, primary screen, cell-based, human, 24 h | SK-BR-3 viability, CellTiter-Glo ATP luminescence; stronger effect = lower value | viability, % at 10 µM | hit rate 0.47% among 41,000;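 active = viability at or below the median of all test compounds minus 3 SD, in both replicates if run twice, cut at about 45% in these data; inconclusive = duplicate replicates that disagree with each other; inactive = viability above that cutoff in every replicate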;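 note: 100% = median untreated cell wells and 0% = median positive control drug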
The depositor's hits bear a star; u = inconclusive.

molecule | SK-BR-3 tox 24h
Cc1cccc2cc(CN(Cc3ccco3)C(=O)c3cccs3)c(=O)[nH]c12 | 60
CN(c1ccc(C(=O)Nc2ccccc2C(F)(F)F)cc1)S(C)(=O)=O | 97
COc1ccc(NC(=O)c2c(NC(=O)CNCc3ccco3)sc3c2CCC3)c(OC)c1 | 92
CSCCOC(=O)C1=C(C)NC(=O)CC1c1ccccc1Cl (stereo not given) | 93
c1ccc2c(c1)N1CCN=C1N2CCN1CCCCC1 | 84
CCCCC(=O)Nc1ccc2c(c1)nc(CCN1CCOCC1)n2C | 78
CC1(C)CC(=O)c2c(nn(-c3ccccc3)c2N)C1 | 97
Cc1cc(C(=O)NCc2cccs2)cs1 | 91
COc1ccc(C(=O)Nc2nnc(C(F)(F)F)s2)cc1 | 92
OCCN(CCO)c1ncnc2c1sc1nc(N3CCOCC3)c3c(c12)CCCC3 | 115
Fc1cc2ncn(Cc3ccccc3)c2cc1F | 84
CCOC(=O)c1cn(CC)c2cc(N3CCSCC3)c(F)cc2c1=O | 78
N#Cc1cnc(SCC(=O)c2ccccc2)nc1N | 105
O/N=C(/CN(O)/C=C1/C=CC=N1)c1cccs1 | 89
O=C1c2ccccc2C(=O)N1CCCC(=O)N1CCc2ccccc21 | 78
CCOC(=O)N1CCN(c2nc3c(c(=O)[nH]c(=O)n3C)n2Cc2ccccc2Cl)CC1 | 85
CCCC(=O)N1CCN(c2ccc(NC(=O)c3ccc(Br)o3)cc2)CC1 | 83
O=C(O)CCCn1nc(C(F)(F)F)c2c1CCCCC2 | 93
CC(=O)NC(Cc1ccccc1F)C(=O)NC1CCN(C(=O)c2cnccn2)CC1 (stereo not given) | 101
CCOC(=O)c1nnn(-c2nonc2N)c1CN(C)C1CCCCC1 | 94
CCN(Cc1ccccc1)S(=O)(=O)c1ccc(C(=O)Nc2nnc(-c3ccccc3OC)o2)cc1 | 71
COc1ccc(CCNC(=O)c2ccc(NS(=O)(=O)c3c(C)noc3C)cc2)cc1OC | 84
O=C(NCC(=O)N(Cc1ccccc1)C(C(=O)NC1CCCC1)c1ccco1)c1ccco1 (stereo not given) | 80
COCc1cc(C)n(CC(=O)NC(C)c2ccccc2)c(=O)c1C#N (stereo not given) | 105
Cc1cc(C)nc(N2CCN(c3nnnn3-c3ccccc3)CC2)n1 | 86
Nc1nc(SCC(=O)N2CCCc3ccccc32)[nH]c(=O)c1-c1ccccc1 | 109
CCn1ncc(Br)c1C(=O)Nc1sc2c(c1C(=O)OC)CCC2 | 81
CCOc1ccccc1Nc1nc2ccccc2[nH]1 | 83
CCC(CC)n1[nH]c(=O)cc1N | 76
Cc1c(NC(=O)CN2c3cccc4cccc(c34)S2(=O)=O)c(=O)n(-c2ccccc2)n1C | 91
COc1ccc(C2C3=C(CCCC3=O)Nc3nc4ccccc4n32)c(OC)c1OC (stereo not given) | 70
COc1ccc(C)cc1Cn1c(S(C)(=O)=O)nc2ccccc21 | 104
CCOC(=O)CCc1c(C)n(CC)c2cc(-c3ccccc3OC)nn2c1=O | 60
CS(=O)(=O)N(CC(=O)NCCSCc1c(F)cccc1Cl)c1ccc2c(c1)OCO2 | 98
c1cn2cc(-c3ccc4c(c3)OCO4)nc2s1 | 75
COc1ccc(CN2CCCC2C(=O)Nc2ccc(OC)c(OC)c2)cc1OC (stereo not given) | 93
CC1CN(C(=O)c2ccncc2)CC(C)O1 (stereo not given) | 97
NC(=O)C1CCN(C(=O)CCCCCn2c(=O)[nH]c3ccsc3c2=O)CC1 | 81
Cc1c(-c2cccs2)[n+](=O)c2c(n1[O-])CCCCC2 | 86
CCOc1ccccc1NC(=O)N1CCC(n2nnc3cc(C)ccc32)CC1 | 82
COc1ccc(-c2cc(C(F)(F)F)nc(S(=O)(=O)CCC(=O)N3CCOCC3)n2)cc1 | u
O=C(Nc1ccccc1-c1nnn(CC(=O)N2CCCc3ccccc32)n1)c1ccco1 | 73
CSCC[C@H](NC(=O)OC(C)(C)C)c1nnc(SCc2cccc(F)c2)o1 | 93
COc1ccc2nc(NCCO)[nH]c2c1 | 96
O=C(NC12CC3CC(CC(C3)C1)C2)c1cncc(O)c1 | 83
Cc1ccn(S(=O)(=O)c2ccc(C(C)(C)C)cc2)n1 | 90
COc1ccc(Cl)cc1NC(=O)CSc1nnc(-c2ccncc2)n1CC1CCCO1 (stereo not given) | 82
O=C(Nc1nccs1)c1ccc(COc2ccccc2Br)o1 | 69
COc1ccc(N2CCN(C(=O)CSc3nnc4n3C(C)(C)Cc3ccccc3-4)CC2)cc1 | 90
COC(=O)c1ccc(NC(=O)CCN2CCCCC2)cc1 | 101

Continued.
molecule | SK-BR-3 tox 24h
C=CCOc1cccc(C2/C(=C(/O)c3ccc(F)cc3)C(=O)C(=O)N2CCN2CCOCC2)c1 (stereo not given) | 104
CC(C)(C)C(=O)[C@@H]1[C@@H]2C(=O)N(c3ccc4c(c3)OCCO4)C(=O)[C@@H]2C2c3ccccc3C=CN21 (stereo not given in full) | 89
Cc1ccc2nc(-c3ccc4c(c3)OCCO4)cc(C(=O)O)c2c1 | 103
CCOC(=O)C1=C(C)NC(=O)C(C(N)=O)C12CCCCC2 (stereo not given) | 91
Cc1ccc(Nc2nc(=O)c3cccnc3s2)cc1 | 101
Cc1ccc(C2C(C#N)=C(N)Oc3n[nH]c(-c4cccs4)c32)s1 (stereo not given) | 112
CCn1c2ccccc2c2cc(NC(=O)C3CCN(S(=O)(=O)c4cccs4)CC3)ccc21 | 80
Cc1ccc(S(=O)(=O)N2CCC(C(=O)N[C@@H](C)C(=O)NC3CCCCC3)CC2)cc1 | 84
CCC(C)(C)n1nnnc1C(c1ccc(N(C)C)cc1)N1CCN(C2CCCCC2)CC1 (stereo not given) | 76
O=C(NCc1ccc2c(c1)OCO2)c1ccc2c(c1)C(=O)N(CC1CCCO1)C2=O (stereo not given) | 110
COc1ccccc1-c1noc(-c2ccco2)n1 | 88
Cc1c(Nc2nc3ccccc3nc2N2CCN(c3ccccc3)CC2)c(=O)n(-c2ccccc2)n1C | 91
CCN(CC)CCN1C(=O)C(O)=C(C(=O)c2cccs2)C1c1ccccn1 (stereo not given) | 97
COC(=O)c1ccccc1COn1c(=O)c(C)[n+]([O-])c2ccccc21 | 88
CCOCCCNC(=O)C1CCN(S(=O)(=O)c2c(C)noc2/C=C\c2ccc(OC)cc2)CC1 | 92
Cc1nnc(N2CCCCC2)c2ccccc12 | 78
CCCCCCNS(=O)(=O)c1ccc(OC)c(OC)c1 | 83
CCOc1ccc(C(=O)N2CCC(C(=O)c3ccc4c(c3)OCCO4)CC2)cc1 | 73
CN1CCN(CC#CCC(O)(c2ccccc2)C2CCCC2)CC1 (stereo not given) | 85
C=CCOc1nc2c(c(=O)n(Cc3ccc(Cl)cc3)c(=O)n2C)n1C | 69
CC(=O)OCC(=O)[C@@]12OC3(CCCC3)O[C@@H]1C[C@H]1[C@@H]3CCC4=CC(=O)C=C[C@]4(C)[C@@]3(F)[C@@H](O)C[C@@]12C | 111
Clc1ccccc1-c1nn2c(-c3ccccn3)nnc2s1 | 95
CCN1C(=O)C(CC(=O)NCc2ccc(Cl)cc2)N(CC)C1=O (stereo not given) | 88
Cc1csc2nc(CSc3ccc(Cl)cc3)cn12 | 106
COc1cc2c(cc1OC)-c1cc(NC3CCCCCC3)nc(=O)n1CC2 | 93
COc1cc(C)nc(Oc2ccc(OCCOc3ccc(C)cc3)nn2)n1 | 85
COC(=O)c1cc(Br)c(=O)n(-c2nccs2)c1 | 85
O=C(c1cc2c(=O)oc3ccccc3c2s1)N1CCOCC1 | 138
O=C(CC1OC(=O)c2ccccc21)NC1CCCCC1 (stereo not given) | 93
O=C(c1ccccc1)N1CCCOC1c1ccccc1 (stereo not given) | 88
O=C(O)C1CCCCC1C(=O)Nc1cnn(Cc2ccccc2)c1 (stereo not given) | 90
COC(=O)c1cc(Br)c(=O)n(Cc2ccncc2)c1 | 110
C=CCn1c(SCc2csc(C)n2)nc2sc3c(c2c1=O)CCCCC3 | 81
CC(=O)Nc1ccc(NC(=O)c2ccccc2N(C)S(C)(=O)=O)cc1 | 98
O=C(NCc1ccccc1)c1cccc(NC(=O)c2ccco2)c1 | 93
Cc1ccc(NC(=O)C(C)N2C(=O)C3CC=C(Cl)CC3C2=O)cc1 (stereo not given) | 96
CCC(=O)n1nc(-c2ccccc2)nc1NCc1ccccc1 | 111
COc1nnc(OC)c2ccccc12 | 92
CCN(CC)S(=O)(=O)c1cccc(-c2nnc(SCC(=O)c3cc(C)n(C)c3C)o2)c1 | 54
CCCS(=O)(=O)NCCc1cc2c(OC)ccc(OC)c2[nH]c1=O | 84
O=C(Nc1nc2ccccc2n1CCN1CCCCC1)c1ccco1 | 96
Cc1cc(NC(=O)CCCC(=O)N(CC(=O)NC2CCCCC2)c2ccccc2)no1 | 94
COc1ccc(CC(=O)OCC(=O)Nc2c(C)n(C)n(-c3ccccc3)c2=O)cc1 | 98
C=CCn1c(=N)c(C(=O)NCCCOC)cc2c(=O)n3cc(C)ccc3nc21 | 120
c1ccc2c(-n3cccn3)cccc2c1 | 82
COC(=O)c1cc(OC)c(OC)cc1NC(=O)C1CCC(=O)N1S(=O)(=O)c1ccc(C)cc1 (stereo not given) | 79
CC1(C)CC(=O)C2=C(C1)Nc1[nH]n(-c3ccccc3)c(=O)c1C2c1ccc2c(c1)OCO2 (stereo not given) | 89
CCOC(=O)c1ccc(Cn2cnc3ccccc3c2=O)cc1 | 82
COc1cc(NS(=O)(=O)c2ccc(NC(=O)COc3ccccc3C)cc2)nc(OC)n1 | 105
Cn1ccnc1SC(=O)N1c2ccccc2Sc2ccccc21 | 103

Given with each value named: four of the compounds above
O/N=C(/CN(O)/C=C1/C=CC=N1)c1cccs1
  SK-BR-3 tox 24h: 89
O=C1c2ccccc2C(=O)N1CCCC(=O)N1CCc2ccccc21
  SK-BR-3 tox 24h: 78
CCOC(=O)N1CCN(c2nc3c(c(=O)[nH]c(=O)n3C)n2Cc2ccccc2Cl)CC1
  SK-BR-3 tox 24h: 85
CCCC(=O)N1CCN(c2ccc(NC(=O)c3ccc(Br)o3)cc2)CC1
  SK-BR-3 tox 24h: 83

(continued)
molecule | SK-BR-3 tox 24h
CCCCn1c(SCC(=O)N2CCC(C(=O)OCC)CC2)nc2cc(S(N)(=O)=O)ccc21 | 90
O=C(Nc1ccc2c(c1)C(=O)N(C1CCCCC1)C2=O)C1CCCO1 (stereo not given) | 107
CCn1c(SCC(=O)c2cccs2)nnc1-c1ccco1 | 94
O=C(NCc1cccnc1)c1cccc(C(F)(F)F)c1 | 87
CC1(C)Cc2noc(N)c2C(C)(C)N1OC(=O)c1scc2c1OCCO2 | 74
N#CC(C#SN)=C1CCCCC1 | 85
Cc1ccc2oc(-c3ccc(NC(=O)CC(C)C)cc3)nc2c1 | 87
N#CCn1c(C2CCCCC2)nc2ccccc2c1=O | 82
CNC(=O)CCC(=O)Nc1ccc(C(=O)OC)cc1 | 90
N#Cc1nc(COc2ccc(Br)cc2)oc1NCCCn1ccnc1 | 74

Sorted by SMILES length (smallest number first): part of the list above.
molecule | SK-BR-3 tox 24h
N#CC(C#SN)=C1CCCCC1 | 85
N#CCn1c(C2CCCCC2)nc2ccccc2c1=O | 82
CNC(=O)CCC(=O)Nc1ccc(C(=O)OC)cc1 | 90
CCn1c(SCC(=O)c2cccs2)nnc1-c1ccco1 | 94
N#Cc1nc(COc2ccc(Br)cc2)oc1NCCCn1ccnc1 | 74
O=C(Nc1ccc2c(c1)C(=O)N(C1CCCCC1)C2=O)C1CCCO1 (stereo not given) | 107
CC1(C)Cc2noc(N)c2C(C)(C)N1OC(=O)c1scc2c1OCCO2 | 74

Further results.
molecule | SK-BR-3 tox 24h
COc1ccc(Nc2nccc3c2nnn3C)cc1 | 85
CCOC(=O)N1CC=C2C(C#N)=C(N)C(C#N)(C#N)[C@H](c3ccccc3OCC)[C@H]2C1 | 92
CN1CCN(C2=C(Cl)C(=O)N(c3cccc(Cl)c3)C2=O)CC1 | 106
COc1ccc(N2CCN(C(=O)Cc3nn(C)c(=O)c4ccccc34)CC2)cc1 | 97
O=C(Nc1nnc(COc2ccccc2)s1)c1ccco1 | 93
CCCCOC(=O)Nc1ccc(S(=O)(=O)Nc2nc(C)cc(C)n2)cc1 | 89
O=C(Nn1cnnc1)c1ccccc1-c1ccccc1 | 103
O=C(NC1CCCC1)C(c1ccccn1)N(C(=O)c1csnn1)C1CC1 (stereo not given) | 91
C=CCSc1nnc(NC(=O)c2ccc(S(=O)(=O)NCC3CCCO3)cc2)s1 (stereo not given) | 79
COC(=O)c1cc(C(=O)OC)cc(N2C(=O)CN=C2Nc2nc(C)cc(C)n2)c1 | 81
O=C1C2C3C=CC(CO)(O3)C2C(=O)N1c1ccc(-c2ccccc2)cc1 (stereo not given) | 54
O=C(c1ccc(NS(=O)(=O)c2ccccc2)cc1)N1CCCC1 | 83
COCCCNC(=O)c1ccc(N(C)S(=O)(=O)c2ccc(OC)cc2)cc1 | 82
Cc1cc2c(c(N)n1)c(=O)oc1ccccc12 | 86
O=C(Nc1nc(NC(=O)c2ccco2)n(-c2ccccc2)n1)c1ccccc1 | 65
O=C(Cc1c(C(=O)O)[nH]c2ccccc12)Nc1ccc2c(c1)OCO2 | 75
Cn1cnnc1SCC(=O)NCc1cccc(C(F)(F)F)c1 | 83

A portion of the library (hit frequency here may not be typical).
